D3 ag – activates the human D3 dopamine receptor | max activation, % | 410,000 compounds, 0.58% hits | D3R DiscoveRx beta-arrestin cells, luminescence, 90 min; in the data active = max activation above about 30%; note: 0% is about no effect; mostly tested at two doses, the higher about 12 µM
Target sequence (P35462 whole entry, looked up): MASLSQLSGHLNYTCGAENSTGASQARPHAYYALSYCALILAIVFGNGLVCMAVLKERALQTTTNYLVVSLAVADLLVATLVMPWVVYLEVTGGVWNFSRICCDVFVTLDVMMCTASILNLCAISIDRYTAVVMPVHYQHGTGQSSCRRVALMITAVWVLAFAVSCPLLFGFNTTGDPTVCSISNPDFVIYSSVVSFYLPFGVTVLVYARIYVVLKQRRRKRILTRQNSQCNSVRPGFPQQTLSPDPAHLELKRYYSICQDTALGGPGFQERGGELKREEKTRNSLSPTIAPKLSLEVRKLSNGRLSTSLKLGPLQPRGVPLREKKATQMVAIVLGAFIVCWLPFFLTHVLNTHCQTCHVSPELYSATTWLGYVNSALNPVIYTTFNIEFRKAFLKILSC
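Agonist mode: compounds and dopamine controls were applied to plated cells for 90 min at 37 degrees C after an overnight attachment at 1500 cells/well. Luminescent read-out followed 30 - 60 minutes at room temperature with DiscoveRx detection reagent.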
TDP43 rescue – TDP-43 toxicity inhibition in yeast; Potency, µM (doses to about 46.1 µM), without a hit: at the top dose growth rescue (activation), hits mostly activators; TDP-43 expressing yeast growth rescue, BacTiter-Glo, 24 h; 410,000 compounds, 1.8% hits; note: potency is the fitted concentration of half-maximal effect; % of control where 0% means no effect; nearly all actives have a fitted effect of over 50% in size
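Readout is BacTiter-Glo luminescence of cell growth, so inhibitors register as activators. TDP-43-expressing yeast at OD600=0.02 in galactose medium, after raffinose pregrowth to mid-log, were incubated with compound for 24 hr at 30 deg C.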
aSyn rescue – inhibitors of alpha-synuclein toxicity in yeast; Yeast expressing alpha-synuclein, growth rescue, BacTiter-Glo, 24 h; 370,000 compounds, 0.14% hits; Potency, µM (titrated, usually from 46.1 µM), for the others: at the top dose growth rescue (activation), most hits filed as activators; note: potency is the fitted concentration of half-maximal effect; % of control where 0% means no effect; nearly all actives have a fitted effect of over 65% in size
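Readout is rescue of growth in alpha-synuclein-expressing yeast, so inhibitors of toxicity appear as activators. Growth after 24 hr at 30 deg C in galactose medium is quantified by luminescence.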
EPAC2 antag – blocks human EPAC2 exchange factor. EPAC2 GEF exchange of Rap1B-BODIPY-GDP, fluorescence. 360,000 compounds, 0.18% hits. Potency, µM (titrated, usually from 114 µM), inactives show top-dose activity, negative = inhibition, actives largely listed as inhibitors; note: potency is the fitted concentration of half-maximal effect; % is set by controls: 0 for no effect and ±100 for the full control effect; nearly all actives have a fitted effect of over 45% in size; many of its hits are not listed in these tables
Abeta yeast res – restores growth of yeast expressing A-beta42 peptide; yeast expressing A-beta42, growth rescue, OD600, 48 h; response scale: 0% DMSO, 100% iron-clioquinol control; Potency, µM (series often up to 46.1 µM), for inactives: at the top dose growth rescue, hits mostly activators; 410,000 compounds, 0.063% hits; AID 1347071; note: potency is the fitted concentration of half-maximal effect; nearly all actives have a fitted effect of over 55% in size
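Yeast growth medium received pinned compounds, then yeast cells expressing toxic A-beta were added; plates incubated at 30 C for 48 hr. Growth read as absorbance at 600 nm, normalized to DMSO and equimolar FeCl3 plus clioquinol controls.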
EPAC2 agonist – activates human EPAC2 exchange factor. Q8WZA2. EPAC2 activation, biochemical qHTS; response scale: 100% = 6.5 mM cAMP response. Potency, µM (series often up to 154 µM), for the others: at the top dose activation, usual class: activators. 360,000 compounds, 0.079% hits. AID 720711; note: potency is the fitted concentration of half-maximal effect; nearly all actives have a fitted effect of over 50% in size
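Nucleotide exchange monitored as fluorescence drop when BODIPY-GDP leaves Rap1B. Reaction: 100 nM EPAC2, 250 nM RAP1B-BODIPY-GDP, 50 uM GDP, room temperature, kinetic read over 30 min. Activity expressed relative to 6.5 mM cAMP.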
D3 antag – antagonists of human D3 dopamine receptor. D3R cells, DiscoveRx beta-arrestin luminescence, antagonist mode; active compounds read low. max response, negative = inhibition, %. 360,000 compounds, 2.5% hits. P35462; in the data active = max response below about -50%; inconclusive = no clear call, values can overlap the other calls; note: % is set by controls: 0 for no effect and ±100 for the full control effect; mostly tested at two doses, the higher about 12 µM
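Cells plated overnight at 1500 cells/well, then exposed to library compounds with dopamine controls for 90 minutes at 37 degrees C. DiscoveRx reagent added for 30–60 minutes at room temperature; luminescence read, quantitative HTS format.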
FUS suppressor – suppressors of FUS proteinopathy in yeast; 390,000 compounds, 0.24% hits; Potency, µM (doses to about 76.6 µM), without a hit: at the highest dose growth rescue (activation), usual class: activators; S. cerevisiae FUS-expressing, growth rescue, OD600, 24 h; AID 1347120;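 note: potency is the fitted concentration of half-maximal effect; plate controls were DMSO vehicle for no effect and reference control for full effect; nearly all actives have a fitted effect of over 55% in size; some results filed as inactive show a strong effect at the top dose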
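Quantitative HTS measuring growth restoration of FUS-toxic yeast. Galactose-induced cells (OD 0.005) were exposed 24hr at 30C to compounds at several concentrations, then absorbance at 600 nm was recorded.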
Active calls of the source: *; ? = inconclusive; . = not tested or not shown; & = joins results of further samples; ! = not active in a repeat; [ ] = dose if it differs, or a comment. Unless noted, calls come from the whole dose curve; as a rule, active = well fitted curve in the direction sought with a large enough effect; inconclusive = small, poorly fitted or top-dose-only effect, or another doubt; inactive = no such curve, though single readings can be large; an effect the other way counts as inactive or inconclusive. The list is partial (hit frequency here may not be typical).

nr	compound	D3 ag	TDP43 rescue	aSyn rescue	EPAC2 antag
1	Cc1cccc(C(=O)N2CCC(=O)N([C@H](COCc3cccc(Cl)c3)Cc3ccccc3)CC2)c1	3	35µM*	?	-28%
2	CN1C(N)=NC(=O)/C1=C/c1ccc(F)cc1	7	6%	17%	4%
3	Cc1cccnc1NC(=O)Cn1c(=O)oc2ccccc21	-7	-26%	8%	1%
4	COc1cccc(-c2ccc(C#N)c(SCC(=O)NCCc3cccc(Cl)c3)n2)c1	11	-2%	1%	8%
5	C=C(C)C(=O)N1CC2(CC(c3cccc(NC(=O)CCCCC)c3)=NO2)C[C@H]1C(N)=O (stereo partly specified)	-1	-2%	7%	-5%
6	CCCCCCCCNc1ncnc2ccccc12	8	-7%	-26%	?
7	C=CCC(C#Cc1ccccc1)[N+](C)(C)CC=C (stereo unspecified)	-5	-5%	-2%	0%
8	O=C(/C=C/c1ccc(F)cc1)NC(Cc1c[nH]c2ccccc12)C(=O)O (stereo unspecified)	-1	-4%	-5%	6%
9	COc1ccc(CN2C(=NC(=O)CCc3ccccc3)SC3CS(=O)(=O)CC32)cc1 (stereo unspecified)	2	7%	2%	11%
10	CC(C)(C)C(=O)NCc1ccc(C(=O)CN2C(=O)NC3(CCCC3)C2=O)s1	0	10%	-2%	0%

nr	Abeta yeast res	EPAC2 agonist	D3 antag	FUS suppressor
1	1%	7%	18	?
2	-1%	12%	-7	-6%
3	-7%	8%	-3	-1%
4	10%	4%	10	9%
5	-6%	1%	-17	-12%
6	-7%	4%	14	27%
7	-2%	-1%	-23	-29%
8	-16%	-6%	15	0%
9	3%	-3%	-1	-3%
10	9%	3%	27	22%

Next section
nr	compound	D3 ag	TDP43 rescue	aSyn rescue	EPAC2 antag
11	O=C(/C=C/c1ccco1)Nc1nc(-c2ccccc2)cs1	5	?	-15%	0%
12	NS(=O)(=O)c1ccc(CNC(=O)c2cc(-c3cccs3)nc3ccccc23)cc1	3	-13%	-9%	-7%
13	CN(C1CCCC1)C1CCN(C(=S)Nc2cc(F)cc(F)c2)CC1	-17	-12%	0%	4%
14	COc1cc(C)nc(-c2csc(C)n2)n1	-3	-2%	-2%	12%
15	COc1ccc(C(CCN2CCCC2)c2c(OC)cc(OC)c3c(-c4ccccc4)cc(=O)oc23)cc1 (stereo unspecified)	-16	7%	3%	6%
16	Cc1c(C2(O)CCCCC2)[nH]c2ncccc12	-16	1%	-3%	-2%
17	CCCN(CCC)C(=O)Cn1c(SCc2cccc(C(F)(F)F)c2)nc2cccnc21	-3	9%	.	.
18	CC1CC1C(=O)N(C)CC(=O)Nc1ccccc1Br (stereo unspecified)	-7	22%	-6%	6%
19	CCC(=O)N1c2ccc(S(=O)(=O)CCC(=O)N3CCn4c3nc3ccccc34)cc2CC1C (stereo unspecified)	1	-4%	1%	-1%
20	O=C(NCCN1CCOCC1)c1cccc(S(=O)(=O)Nc2ccc(F)cc2)c1	0	-14%	-9%	5%

nr	Abeta yeast res	EPAC2 agonist	D3 antag	FUS suppressor
11	0%	6%	-2	.
12	-2%	5%	18	19%
13	-1%	2%	-5	2%
14	?	14%	-7	10%
15	16%	4%	12	25%
16	6%	-5%	-10	-10%
17	-35%[inhibitor]	.	.	29%
18	7%	3%	-2	-20%
19	-4%	-1%	2	17%
20	-13%	8%	5	-12%

Exported in markdown: part of the list above.
| no. | SMILES | D3 ag | TDP43 rescue | aSyn rescue | EPAC2 antag | Abeta yeast res | EPAC2 agonist | D3 antag | FUS suppressor |
| --- | --- | --- | --- | --- | --- | --- | --- | --- | --- |
| 20 | O=C(NCCN1CCOCC1)c1cccc(S(=O)(=O)Nc2ccc(F)cc2)c1 | 0 | -14% | -9% | 5% | -13% | 8% | 5 | -12% |
| 18 | CC1CC1C(=O)N(C)CC(=O)Nc1ccccc1Br (stereo unspecified) | -7 | 22% | -6% | 6% | 7% | 3% | -2 | -20% |
| 16 | Cc1c(C2(O)CCCCC2)[nH]c2ncccc12 | -16 | 1% | -3% | -2% | 6% | -5% | -10 | -10% |
| 19 | CCC(=O)N1c2ccc(S(=O)(=O)CCC(=O)N3CCn4c3nc3ccccc34)cc2CC1C (stereo unspecified) | 1 | -4% | 1% | -1% | -4% | -1% | 2 | 17% |
| 13 | CN(C1CCCC1)C1CCN(C(=S)Nc2cc(F)cc(F)c2)CC1 | -17 | -12% | 0% | 4% | -1% | 2% | -5 | 2% |
| 14 | COc1cc(C)nc(-c2csc(C)n2)n1 | -3 | -2% | -2% | 12% | ? | 14% | -7 | 10% |
| 12 | NS(=O)(=O)c1ccc(CNC(=O)c2cc(-c3cccs3)nc3ccccc23)cc1 | 3 | -13% | -9% | -7% | -2% | 5% | 18 | 19% |

(listing goes on)
nr	compound	D3 ag	TDP43 rescue	aSyn rescue	EPAC2 antag
21	Cc1cccc(C(=O)N2CCCCCC2)c1[N+](=O)[O-]	2	15%	11%	1%[57.1 µM]
22	Cc1noc(C)c1Cc1c(Cl)cccc1Cl	4	7%	-2%	8%
23	COC(=O)Cc1c(C)c2cc3c(c(C)c2oc1=O)OCN(CCc1ccccc1F)C3	0	-29%	.	.
24	Cc1cc(NC(=O)COc2cccc(C)c2C)no1	0	6%	1%	3%
25	O=C(NC1CC1)c1ccc(Cn2c(SCc3ccc(F)cc3)nc3cccnc32)cc1	-7	-23%	.	.
26	COC(=O)[C@H](Cc1ccccc1)NC(=O)NCCc1ccc(S(N)(=O)=O)cc1	1	0%	?	0%
27	O=C(O)CSCNC(=O)C12CC3CC(CC(C3)C1)C2	-2	11%	1%	4%
28	COc1ccccc1C(=O)OCC(=O)NC1CCCC1	3	-4%	9%	5%
29	Cc1onc(-c2ccccc2)c1C(=O)Nc1ccc(-c2nnc3n2CCCCC3)cc1	0	1%	-5%	-3%
30	C/C=C\C(=O)Nc1cccc(C2=NOC3(C2)C[C@@H](C(N)=O)N(C(=O)c2ccc(OC)cc2)C3)c1 (stereo partly specified)	3	10%	-5%	6%

nr	Abeta yeast res	EPAC2 agonist	D3 antag	FUS suppressor
21	-13%	13%	4	-27%
22	8%	8%	23	-16%
23	-30%	.	.	?
24	13%	5%	34	-34%
25	-11%	.	.	11%
26	2%	6%	-9	25%
27	14%	7%	24	-1%
28	-16%	3%	2	-12%
29	5%	-6%	-6	30%
30	6%	13%	-4	12%

(list continues)
nr	compound	D3 ag	TDP43 rescue	aSyn rescue	EPAC2 antag
31	COc1ccccc1OCCOCCOc1ccc(C)cc1[N+](=O)[O-]	0	?	1%	-6%
32	CC1CCCC(C)N1C(=O)COC(=O)c1ccc2c(c1)OCO2 (stereo unspecified)	-4	-24%	-1%	-12%
33	CCCc1cc(=O)[nH]c(SCCOc2ccc(OCC)cc2)n1	12	?	-7%	-5%
34	CN(c1ccccc1)c1nc(N)c([N+](=O)[O-])c(N2CCOCC2)n1	-5	13%	0%	-4%
35	O=C(OCc1csc(-c2ccccc2)n1)c1ccccc1O	1	17%	-4%	3%
36	O=C(CCN1CCCCCC1)Nc1ccc2c(c1)OCCO2	-3	5%	-24%	0%
37	S=C(S)OC1CC2CC1C1CCCC21 (stereo unspecified)	11	24%	5%&-8%	-19%
38	COC1OC2COC(c3ccccc3)OC2C(O)C1N (stereo unspecified)	4	-8%	0%	3%
39	CCOc1cccc(CC(=O)NCc2ccc3c(c2)CCN3C(=O)c2cccc(C)c2)c1OCC	3	13%	.	.
40	COc1ccc(-c2nc3cnccn3c2NC2CCCCC2)cc1-c1cccc(Cl)c1	48*!	?	-19%&0%	-14%&-13%

nr	Abeta yeast res	EPAC2 agonist	D3 antag	FUS suppressor
31	-21%	4%	7	.
32	-8%	2%	-8	-6%
33	1%	0%	0	.
34	16%	13%	-2	9%
35	-14%	1%	4	-6%
36	-10%	2%	5	-12%
37	5%	17%	-80*	-25%
38	-3%	6%	-21	-12%
39	2%	.	.	33%
40	0%&-33%	10%&6%	130&4	?

The listing continues:
nr	compound	D3 ag	TDP43 rescue	aSyn rescue	EPAC2 antag
41	Cc1cc(C)cc(-n2c(SCC(=O)N3CCOCC3)nc3c([nH]c4ccccc43)c2=O)c1	2	-1%	-5%	.
42	Cn1cc([N+](=O)[O-])c(C(=O)N(Cc2ccccc2)Cc2ccccc2)n1	2	13%	1%	11%
43	Nc1cc(C(F)(F)F)ccc1Nc1ccccc1	1	?	2%	-10%
44	COc1ccc(-c2ccc(NCCC3=CCCCC3)nn2)cc1OC	-18	-13%	1%	1%
45	CC1CCN(C(=O)CSc2nnc3ccccn23)CC1	-8	8%	-1%	6%
46	C(=NN=C1c2ccccc2-c2ccccc21)c1c[nH]c2ccccc12	0	13µM*	21%	5%
47	COc1ccc(CCNC(=O)COc2ccc(C)nc2[N+](=O)[O-])cc1	3	12%	6%	2%
48	O=C(CCc1ccccc1)NNC(=O)c1ccccc1Cl	-2	-7%	-2%	-5%
49	O=C(CSc1nnc(NC(=O)NC2CCCCC2)s1)Nc1ccccc1F	-5	21%	.	.
50	CC1=CC(C)(C)N2C(=O)C(=Nc3ccc(O)cc3)c3cccc1c32	-9	-10%	3%	?
51	COc1cccc(/C=C2/SC(=S)N(CCC(=O)N3CCOCC3)C2=O)c1	1	5%	-1%	3%
52	COc1ccc(CCN(C)C(=O)c2ccc(OCC(=O)N3CCOCC3)c(OC)c2)cc1OC	8	0%	0%	-3%

nr	Abeta yeast res	EPAC2 agonist	D3 antag	FUS suppressor
41	3%	.	.	8%
42	1%	0%	4	10%
43	4%	14%	-15	-22%
44	-8%	9%	9	36%
45	-9%	6%	-19	-14%
46	-45%[inhibitor]	11%	-17	.
47	5%	7%	11	-5%
48	-3%	4%	-14	11%
49	4%	.	.	-15%
50	22%	21%	?	32%
51	-4%	-11%	3	-31%
52	-5%	2%	3	-3%
